# Bioassay records from PubChem.
# DUSP3 inh = VHR1 phosphatase inhibitors, primary screen, biochemical, absorbance, uHTS; inhibition, % at 13.3 µM; AID 1654, 2009; recombinant VHR phosphatase, pNPP absorbance; hit rate 0.52% among 290,000; in the data active = inhibition above about 50%; also: some compounds called inactive have numbers as strong as hits
# Target sequence (P51452 whole entry, looked up): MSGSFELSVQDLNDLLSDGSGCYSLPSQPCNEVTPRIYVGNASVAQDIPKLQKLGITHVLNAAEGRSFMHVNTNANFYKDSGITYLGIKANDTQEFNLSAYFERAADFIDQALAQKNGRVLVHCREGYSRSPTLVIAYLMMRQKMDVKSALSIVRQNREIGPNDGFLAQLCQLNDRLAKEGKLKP
# MazF activator = activators of E. coli MazEF toxin-antitoxin RNase, primary screen, biochemical, fluorescence, uHTS. Endoribonuclease toxin MazF (Escherichia coli (strain K12)), P0AE70. FAM/BHQ RNA-DNA oligo cleavage fluorescence, 5 h. activation, % at 20 µM. hit rate 0.32% among 350,000; in the data active = activation above about 50%
# BoNT-F LC inh = BoNT/F light chain protease inhibitors, primary screen, biochemical, flow cytometry, MLPCN library; Botulinum neurotoxin type F light chain protease (Clostridium botulinum); Multiplex microsphere protease cleavage assay; inhibition, % at 10 µM; hit rate 0.22% among 360,000; AID 588497, 2011; in the data active = inhibition above about 35%, passing the limit was not always enough; inconclusive = no clear call, values can overlap the other calls; also: plate controls were buffer without enzyme for full effect and enzyme alone for no effect
# PrPC surface inh = inhibitors of human cell surface prion protein PrPC, primary screen, cell-based, TR-FRET; Major prion protein (Homo sapiens), P04156; TR-FRET read-out; AID 720596, 2013; hit rate 0.43% among 370,000; inhibition, % at 13.8 µM; in the data active = inhibition above about 24%; also: 0% = median of the test wells and 100% = reference compound wells
# CCHFV vOTU inh = CCHFV vOTU protease inhibitors, primary screen, biochemical, Pep-AMC substrate, fluorescence; inhibition, % at 11.5 µM; hit rate 0.55% among 370,000; Crimean-Congo hemorrhagic fever virus L polyprotein viral ovarian tumor (vOTU) protease …; in the data active = inhibition above about 30%; also: 0% = vehicle wells with enzyme and 100% = no enzyme wells
# SSB-PriA inh = inhibitors of Klebsiella pneumoniae PriA binding to SSB C-terminal tail, primary screen, biochemical, AlphaScreen; AlphaScreen SSBct-PriA binding, biotinylated peptide; hit rate 0.6% among 430,000; AID 1272365, 2023; inhibition, % at 33 µM; PriA–SSB C-terminal tail interaction (Klebsiella pneumoniae); in the data active = inhibition mostly above about 37%, no sharp cut-off; inactive = mostly below about 20%;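 also: plate controls were negative control peptide for no effect and reference peptide for full effect; strong numbers were not always called active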
# BoNT-A LC inh2 = BoNT/A light chain protease inhibitors, primary screen, biochemical, flow cytometry, MLPCN library; hit rate 0.17% among 360,000; AID 588499, 2011; Botulinum neurotoxin type A light chain protease (Clostridium botulinum A str. ATCC 3502); multiplex microsphere protease substrate cleavage; inhibition, % at 10 µM; also: plate controls were buffer without enzyme for full effect and enzyme alone for no effect
# Rv3671c protease = Rv3671c serine protease inhibitors, primary screen, biochemical, fluorescence polarization, M. tuberculosis H37Rv | AID 2606, 2010 | hit rate 0.048% among 320,000 | inhibition, % at 5.96 µM | P9WHR9; in the data active = inhibition above about 38%;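 also: extracellular domain of Rv3671c used as enzyme; 0% = enzyme with DMSO and 100% = no enzyme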
# Anthrax LF inh2 = Bacillus anthracis LF protease inhibitors, primary screen, biochemical, multiplex microsphere, MLPCN library; Lethal factor (Bacillus anthracis), P15917; multiplex microsphere protease cleavage assay; inhibition, % at 10 µM; hit rate 0.12% among 360,000; AID 588501, 2011; also: plate controls were buffer without enzyme for full effect and enzyme alone for no effect
# Target sequence (P15917 whole entry, looked up): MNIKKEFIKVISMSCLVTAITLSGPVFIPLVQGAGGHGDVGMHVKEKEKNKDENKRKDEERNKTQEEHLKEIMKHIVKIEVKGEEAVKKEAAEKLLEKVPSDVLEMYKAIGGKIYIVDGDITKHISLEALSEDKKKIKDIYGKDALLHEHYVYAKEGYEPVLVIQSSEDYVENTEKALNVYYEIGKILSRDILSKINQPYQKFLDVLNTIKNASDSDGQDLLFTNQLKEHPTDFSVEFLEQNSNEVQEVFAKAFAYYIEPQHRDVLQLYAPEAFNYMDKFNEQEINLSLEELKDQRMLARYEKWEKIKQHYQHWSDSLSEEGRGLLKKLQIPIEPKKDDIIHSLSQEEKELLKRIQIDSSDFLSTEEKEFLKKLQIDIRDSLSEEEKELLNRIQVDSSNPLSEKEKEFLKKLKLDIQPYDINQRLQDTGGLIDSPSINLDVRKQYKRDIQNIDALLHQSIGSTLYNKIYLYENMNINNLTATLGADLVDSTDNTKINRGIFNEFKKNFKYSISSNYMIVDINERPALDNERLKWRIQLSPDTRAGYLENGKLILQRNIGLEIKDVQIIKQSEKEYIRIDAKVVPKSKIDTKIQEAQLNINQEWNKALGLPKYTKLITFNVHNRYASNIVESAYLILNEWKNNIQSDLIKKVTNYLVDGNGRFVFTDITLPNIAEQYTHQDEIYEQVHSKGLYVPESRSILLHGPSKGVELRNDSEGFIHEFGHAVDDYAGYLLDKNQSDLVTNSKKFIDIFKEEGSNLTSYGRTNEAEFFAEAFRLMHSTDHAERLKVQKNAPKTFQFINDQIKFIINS
# SARS 3CLpro inh = SARS-CoV 3CLpro protease inhibitors, primary screen, biochemical, quenched FRET; Replicase polyprotein 1ab (Severe acute respiratory syndrome coronavirus), P0C6X7; recombinant SARS-CoV 3CLpro, quenched FRET peptide cleavage; inhibition, % at 6 µM; hit rate 0.14% among 290,000; AID 1706, 2009; in the data active = inhibition above about 12%
# * = called active by the depositor; i = inactive; ? = inconclusive; / = not tested or not shown. Rule as the data show it, unless noted: active = inhibition above about 30%; inconclusive = no clear call, values can overlap the other calls; inactive = below that.
SMILES,DUSP3 inh,MazF activator,BoNT-F LC inh,PrPC surface inh,CCHFV vOTU inh,SSB-PriA inh,BoNT-A LC inh2,Rv3671c protease,Anthrax LF inh2,SARS 3CLpro inh
CCN1CCN(C(c2ccc(C(F)(F)F)cc2)c2ccc3cccnc3c2O)CC1 (configuration not stated),18,-17,-14,8,21,44,-1.9,1,-6,0
CC[C@H](C)[C@H](NC(N)=O)C(=O)Nc1ccc2c(c1)OCO2,11,2,-8,3,1,0,-0.3,-3,-7,5
COc1ccc2[nH]c(=O)c(CNc3ccccc3C)cc2c1,-2,-11,-20,7,-15,-2,0.9,4,-4,1
CN(C)c1ncnc2c1ncn2C1OC(CO)C(O)C1O (configuration not stated),13,-2,8,13,-2,-9,-0.9,-4,0,6
Cc1ccc(CCNC(=O)C2CCN(C(=O)c3sccc3-n3cccc3)CC2)cc1,21,-1,4,-3,-12,-5,-0.4,0,8,8
CSc1ccccc1C(=O)NC1CC2CCC1C2 (configuration not stated),-2,1,-10,-1,3,-13,-0.4,2,-1,-3
COc1cccc(C(=O)/C=C/Nc2ccc(S(=O)(=O)Nc3ccc(C(C)=O)cc3)cc2)c1,14,-4,1,-4,15,-18,1.8,-96,0,0
CC(=O)c1c(C)[nH]c(C(=O)OCC(=O)Nc2ccc(Cl)cc2[N+](=O)[O-])c1C,38,1,4,-3,-2,-8,0.3,-12,-1,4
CCc1noc(C)c1C(=O)OCC(=O)Nc1ccccc1SC,/,-2,9,2,8,-4,2.4,/,-1,/
COc1cccc(N2C(=O)C(CC(=O)Nc3ccc(F)cc3)N(C3CCCCC3)C2=O)c1 (configuration not stated),4,18,0,-3,10,-6,-0.4,-9,-1,5
CC1CC(=O)c2cnc(NCC3CCCO3)nc2C1 (configuration not stated),-9,5,-17,-1,1,-4,-1.1,-4,0,-5
COc1ccccc1N1CCN(S(=O)(=O)CCNC(=O)c2cccs2)CC1,/,6,2,-9,4,-13,0.6,/,2,/
O=C(NCC(c1cccs1)N1CCOCC1)c1cn(-c2ccccc2)nc1-c1ccc(F)cc1 (configuration not stated),/,1,-12,6,-7,0,-1.0,-5,-2,/
CCCCCn1ccc(=O)c2c(C(F)(F)F)nccc21,9,4,-7,10,-3,10,-1.5,-5,-8,2
O=C(Nc1nnc(-c2ccccc2)o1)NC1CCCCC1,3,9,-1,3,1,1,-0.5,-29,-2,1
CCOC(=O)C1=C(C)N=c2s/c(=C\c3cccn3C)c(=O)n2C1c1cccc(OC)c1OC (configuration not stated),-12,-161,5,-6,1,/,3.2,8,4,5
Cc1ccc(/C=C2\C(=O)NC(=O)N(CCc3ccc(F)cc3)C2=O)s1,-18,4,-1,3,13,-6,-0.2,-3,-5,2
O=C(Nc1ccc(N2CCOCC2)cc1)C1CC(O)CN1S(=O)(=O)c1ccc(Cl)cc1 (configuration not stated),-17,0,-11,3,9,11,0.1,2,-7,6
CCOc1nc(SCCOc2ccccc2)nc(N(C)C)n1,17,-6,-26,10,18,-39,0.7,10,0,2
COCCN1CCN(c2c(C)c(C)nc3cc(-c4cccc(OC)c4)nn23)CC1,/,-9,-4,-3,-11,-2,-1.0,8,-3,/
O=C(Nc1nnc(-c2ccc(F)cc2)o1)c1ccco1,22,-1,-2,-1,-3,-20,-0.8,-5,0,/
Cc1ccc(C(NC(=O)N2CC(C)OC(C)C2)C(Cl)Cl)cc1F (configuration not stated),-10,-1,-5,5,27,-10,-1.0,8,-1,6
CCn1cc(-c2cc(C(=O)O)on2)c(C)n1,-8,5,-5,-1,-2,-11,-1.2,1,-1,5
CC(=O)c1cc(C(=O)N2CCCC(CCC(=O)N(C)CCc3ccccn3)C2)cs1 (configuration not stated),31,2,-6,2,-14,-7,-0.2,-4,2,1
COc1cc(C(=O)NC(C)C2CC3CCC2C3)ccc1OC(F)F (configuration not stated),/,3,14,-2,1,-29,7.4,3,-1,/
CCc1cc2c(SCC(=O)NC3CCS(=O)(=O)C3)ncnc2s1 (configuration not stated),13,9,-3,-2,-4,3,0.5,4,-1,7
CCCCN=C1NN=C(c2cccc([N+](=O)[O-])c2)CS1,18,-4,-6,-18,8,36,0.4,6,-5,0
CC(C)CNC(=O)c1cccc(NC(=O)CSc2ccccc2)c1,15,5,-3,1,-12,-15,0.4,-2,0,0
CCOC(=O)COc1ccc(Cl)cc1C1NC(=O)NC(C)=C1C(C)=O (configuration not stated),11,-5,-4,-5,1,0,0.2,-1,-2,4
CCCOc1ccc(C(=O)OCC(=O)NCCc2ccc(OCC)c(OCC)c2)cc1OC,7,-1,-5,-3,-5,-6,-0.6,4,0,-2
CC(C)CN(C(=O)COC(=O)CNC(=O)c1sc2ccccc2c1Cl)C1CCS(=O)(=O)C1 (configuration not stated),/,3,2,12,13,0,-1.0,8,2,/
O=C1CC(C(=O)Nc2ccccc2)S/C(=N\NC(=O)c2ccccc2Cl)N1 (configuration not stated),3,3,-6,12,11,/,-1.9,-4,-1,-2
CCOc1ccc(NC(=O)CN(C)Cc2ccc3c(c2)OCO3)cc1S(=O)(=O)N1CCCC1,/,1,-1,4,5,8,-0.2,0,-2,/
Cc1cc(=O)[nH]c(N/N=C/c2ccc(Cl)c([N+](=O)[O-])c2)n1,23,15,6,0,-8,/,-0.7,-2,3,4
FC(F)Oc1ccc(-c2csc(Cc3nnc4n3CCCCC4)n2)cc1,18,0,-16,-5,-3,6,0.3,/,1,-1
FC(F)(F)Sc1ccc(NC(=S)NCc2ccccc2)cc1,1,1,?,7,21,-7,0.0,-23,-2,7
COc1cccc(-c2cnc3c(NC=O)cc(-c4cc(OC)c(OC)c(OC)c4)cn23)c1,/,/,2,0,-3,/,-0.4,/,0,/
N#Cc1ccc(OCC(=O)NCCc2ccc(S(N)(=O)=O)cc2)cc1,9,3,4,4,1,-10,1.0,4,1,4
COc1ccc(N2CCN(S(=O)(=O)c3c(C)[nH]c(C)c3C(=O)N3CCCCC3)CC2)cc1,-32,5,-11,-1,10,9,-2.4,7,0,1
Cc1ccc(C(C)(C)NC(=O)C2CCC(=O)N(CC3CCCCC3)C2)cc1 (configuration not stated),2,3,0,-1,8,-3,1.1,-6,2,-1

# Limited to BoNT-A LC inh2, for some of the entries so far:
SMILES | BoNT-A LC inh2
COc1cccc(-c2cnc3c(NC=O)cc(-c4cc(OC)c(OC)c(OC)c4)cn23)c1 | -0.4
N#Cc1ccc(OCC(=O)NCCc2ccc(S(N)(=O)=O)cc2)cc1 | 1.0
COc1ccc(N2CCN(S(=O)(=O)c3c(C)[nH]c(C)c3C(=O)N3CCCCC3)CC2)cc1 | -2.4
Cc1ccc(C(C)(C)NC(=O)C2CCC(=O)N(CC3CCCCC3)C2)cc1 (configuration not stated) | 1.1

# (more compounds)
SMILES,DUSP3 inh,MazF activator,BoNT-F LC inh,PrPC surface inh,CCHFV vOTU inh,SSB-PriA inh,BoNT-A LC inh2,Rv3671c protease,Anthrax LF inh2,SARS 3CLpro inh
COc1ccccc1C(=O)N1CCN(c2cccc(Cl)c2)CC1,-10,1,20,6,5,-9,1.2,-4,3,2
O=C(CN1C(=O)COc2ccc(S(=O)(=O)N3CCOCC3)cc21)Nc1cccc(Cl)c1,7,3,0,12,7,-29,-0.5,-11,3,4
CCC(C)NC(=O)CN1C(=O)NC2(CCOc3ccccc32)C1=O (configuration not stated),-3,7,-4,-11,17,-8,0.7,-1,-1,0
COC(=O)C1(CCSC)NC(c2ccc(O)cc2)C2C(=O)N(c3ccc4c(c3)OCCO4)C(=O)C21 (configuration not stated),2,5,0,6,-4,2,-0.4,-2,2,1
CCOC(=O)Cn1cc(Cn2c3ccccc3c(=O)n2C(C)C)nn1,/,/,-6,-6,-23,/,0.0,/,-17,/
CC(=O)Nc1c2c(nn1-c1ccc(F)cc1)CSC2,-2,-6,-1,3,1,6,1.1,-5,0,-6
CC1=NN(c2ccccc2)C(=O)/C1=C\c1cn(C)c2ccccc12,5,4,-4,2,9,37,-0.6,11,-2,2
CCCn1c(SCC(=O)Nc2ccc(Cl)cn2)nnc1C1CC1,29,-3,3,0,34*,-7,-0.4,3,-2,2
S=P(c1ccc(N2CCOCC2)cc1N1CCOCC1)(N1CCOCC1)N1CCOCC1,21,-9,-5,-2,0,3,-1.5,/,-9,/
COc1ccc(/C=C/C(=O)N(C)C2CCS(=O)(=O)C2)cc1 (configuration not stated),/,1,-6,4,-6,4,1.2,/,-2,/
Cc1ccccc1NC(=O)c1cccnc1,11,4,66*,11,-7,-16,3.2,-18,10,3
CC(=O)NC(Cc1ccccc1C)C(=O)NC1CCN(C(=O)c2ccc(C)cc2)CC1 (configuration not stated),-27,7,1,1,10,-1,0.0,-2,0,-1
COc1ccccc1N/N=C1\COC(C)(C)CC1=O,17,-4,-5,8,-2,/,0.6,-2,-1,0
N#Cc1c(SCC(=O)O)nc(N2CCOCC2)c2c1CCCC2,-13,-2,-14,10,13,-11,-0.8,4,-3,4
CCOc1cc(CN2CCCC(N3CCN(c4ccc(F)cc4)CC3)C2)ccc1OC (configuration not stated),11,-7,?,1,-11,-6,?,3,-5,1
CC(=O)c1c(C)[nH]c(C(=O)Nc2ccc(C)c(S(=O)(=O)Nc3ccc(C)cc3C)c2)c1C,-1,1,2,-7,2,0,-0.1,-206,-3,8
COc1ccc(NC(=O)C2CCN(C(=O)c3cccs3)CC2)cc1OC,-2,4,-4,-5,-2,-16,2.2,-1,2,2
Cc1nc(NS(=O)(=O)c2cccc([N+](=O)[O-])c2)sc1C(C)(C)C,15,2,-13,-3,8,-4,0.6,2,-5,4
O=C(c1cc(Cl)cc(Cl)c1)N1CCN(c2cc(C(F)(F)F)nc3ccccc23)CC1,-18,-5,-3,-2,-4,-4,-0.5,5,6,6
COCCNC(=O)c1ccc(S(=O)(=O)N2CCCc3ccccc32)cc1,11,6,-5,0,-2,-12,-2.4,-3,-1,-3
Cc1c(NC(=O)c2nn(CC(C)C)c(=O)c3ccccc23)c(=O)n(-c2ccccc2)n1C,/,1,/,-6,12,-22,/,/,/,/
O=C(Cc1ccc(Cl)cc1)NC1CC1,4,7,2,7,-6,5,-0.5,10,0,-3
C/C(NCc1ccccc1)=C(\C#N)C(=O)NCc1ccccc1,30,-3,-9,6,-7,3,-0.3,2,1,-1
N#CCCN(C(=O)COC(=O)c1ccc(CNS(=O)(=O)c2ccc(F)c(Cl)c2)cc1)c1ccc(F)cc1,18,3,-1,3,1,-4,-0.2,-11,-1,6
Cc1cccc(-n2nc3c(c2NC(=O)c2ccco2)CS(=O)C3)c1C (configuration not stated),12,-2,3,-3,7,-11,0.0,5,0,-3
O=C(N/N=C/c1c(Cl)nc2ccccn2c1=O)c1cccnc1,17,-4,0,0,-4,i,0.5,-3,4,-3
O=C(COC(=O)/C=C/c1ccc(F)cc1)NC1CC1,/,-4,5,1,0,-5,1.7,3,1,/

# Not all compounds are listed; count on the stated rates, not on these rows.
